Screening results deposited in PubChem BioAssay by Vanderbilt High Throughput Screening Facility.
rmGlu8 calcium flux: rat mGlu8 modulation via Gqi9 calcium signal, confirmation, counter-screen for GIRK activator project, cell-based, HEK293 rmGlu8, Gqi9 chimera; HEK293 rmGlu8/Gqi9 calcium flux, Fluo-4 fluorescence; glutamate at EC20 added after compound; calls only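 (single compound addition from 20 µM solution with 0.2% DMSO)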; hit rate 4% among 2,100; AID 623869;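 active means calcium fluorescence trace judged by eye to show a response, as agonist, enhancer of the glutamate response, or inhibitor; inactive means trace judged by eye to show no response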
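Material: rat mGlu8 HEK-293 cells with transient Gqi9; medium: HEPES-buffered HBSS, pH 7.4; reagent: EC20 glutamate; dosing: one dose, 20 µM addition solution, 0.2% DMSO; incubation: compound 4 min before glutamate, then 2 min recording; measured by: Fluo-4 calcium fluorescence, 1 Hz; evaluation: F/F0 fluorescence traces judged visually for each well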
Calls only. Only part of the results is shown; rates above refer to the full screens.

Results for CCCCn1c(C)c(C(=O)OCC)c2c(CN3CCOCC3)c(O)ccc21 ?
rmGlu8 calcium flux: inactive

How did CN1/C(=C\C=C\C2=[N+](C)c3ccc4ccccc4c3C2(C)C)C(C)(C)c2ccccc21 do in these assays?
rmGlu8 calcium flux: inactive
